# FLuc inh counter: firefly luciferase enzyme inhibitors, primary screen, artefact control for luciferase-based inhibitor screens, biochemical, luminescence, ATPLite. Luciferin 4-monooxygenase (Photinus pyralis), P08659. 10 min. inhibition, % at 10 µM. 200,000 compounds, 1.5% hits;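 active = inhibition above about 50% when tested at 10 µM, limit read from the data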
# Target sequence (P08659 whole entry, looked up): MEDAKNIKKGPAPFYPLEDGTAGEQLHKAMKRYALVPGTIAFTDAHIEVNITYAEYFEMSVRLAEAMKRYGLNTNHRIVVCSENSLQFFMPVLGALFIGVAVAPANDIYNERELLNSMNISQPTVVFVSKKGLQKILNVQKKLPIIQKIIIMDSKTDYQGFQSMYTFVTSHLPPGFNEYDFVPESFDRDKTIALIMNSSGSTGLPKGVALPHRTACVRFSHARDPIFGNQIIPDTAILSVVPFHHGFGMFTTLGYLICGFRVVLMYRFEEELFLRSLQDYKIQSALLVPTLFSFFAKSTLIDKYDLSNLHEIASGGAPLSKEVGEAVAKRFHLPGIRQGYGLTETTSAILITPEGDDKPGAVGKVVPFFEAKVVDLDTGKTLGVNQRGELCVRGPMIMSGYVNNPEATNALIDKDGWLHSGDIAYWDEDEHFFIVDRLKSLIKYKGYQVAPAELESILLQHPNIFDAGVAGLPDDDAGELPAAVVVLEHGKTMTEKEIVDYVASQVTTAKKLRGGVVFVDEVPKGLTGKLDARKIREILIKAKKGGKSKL
# Hsp70 activator: Hsp70 transcriptional activators, primary screen, cell-based, HeLa, Hsp70 promoter luciferase, luminescence, 10 µM; 200,000 compounds, 0.04% hits; HeLa Hsp70 promoter luciferase reporter; scaled: vehicle 0, proteasome-inhibitor control 100%; activation, % at 10 µM;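 active = activation above the mean across all tested compounds plus 3 SD, cutoff set per campaign, cut at about 5.5% in these data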;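 also: 100% = MG132 at 30 µM as the positive control and 0% = DMSO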
# DTT redox prof: compounds producing H2O2 with reducing agent – biochemical, NIH compound library profiling, artefact control for MLSCN library redox annotation, primary screen. DTT-dependent redox cycling H2O2, phenol red/HRP absorbance; 100% = 100 µM peroxide control, 0% = buffer. activation, % at 10 µM. 200,000 compounds, 0.03% hits;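 active = activation of at least 50% relative to the plate's high and low controls in the primary single-dose screen; inactive = activation below 50%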;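 also: compound incubated with DTT at 0.8 mM final as the reducing agent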
# FLuc stim CS: FLuc activators, initial screening, artefact control for FLuc-dependent activation tests, biochemical, ATPlite luminescence. Luciferin 4-monooxygenase (Photinus pyralis), P08659. ATPlite luciferase biochemical, 10 min; 0 = ATP-free wells, 1 = DMSO control. 200,000 tested, under 10 active. AID 1027, 2008. activation factor at 10 µM;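 active = luciferase activation factor, scaled between plate controls, of at least 2 with compound at 10 µM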
#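 Material: luciferase plus luciferin reagent, cell-free. Medium: PBS buffer for ATP. Also added: ATP substrate, dispensed from a 10.24 µM working solution in PBS. Doses: test compounds dosed from 2 mM stocks in 100% DMSO. Incubation: 10 min post-reagent at room temperature. Technique: light output (luminescence). Read-out basis: luminescence gain marking luciferase activators.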
# NF-kB expr up: activators of NF-kB expression in neurons, primary screen, cell-based, HTS | 190,000 compounds, 1.6% hits | AID 1239, 2008 | human neuronal cells, NF-kB reporter expression; stronger effect = higher value | fold change at 12.5 µM; in the data active = fold change above about 3.3
# G6PDH CS: L. mesenteroides G6PDH inhibitors, counter-screen for G6PDH-coupled screening assays, biochemical, Leuconostoc mesenteroides enzyme; glucose-6-phosphate dehydrogenase [Leuconostoc mesenteroides]; Purified L. mesenteroides G6PDH, diaphorase/resazurin coupled fluorescence, 45 min; inhibition, % at 5 µM; 200,000 compounds, 0.12% hits; in the data active = inhibition above about 50%
# APP 5UTR inh: inhibitors of APP translation via 5'UTR reporter, primary screen, APP 5'UTR luciferase, SH-SY5Y cells; SH-SY5Y APP 5'UTR-luciferase reporter, luminescence; inhibition, % at 2 µM; 190,000 compounds, 0.82% hits; AID 1285, 2008;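 active = inhibition above a set limit, derived from the sample mean plus 3 SD, cut at about 45% in these data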; also: values of inactives mirror those of a sister screen read the other way
# HMGR II inh: inhibitors of E. faecalis class II HMGR, primary screen, biochemical, Enterococcus faecalis. purified E. faecalis HMGR, NADPH absorbance 340 nm kinetic. inhibition, % at 10 µM. 190,000 compounds, 0.41% hits;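 active = inhibition above a set limit, the median over all tested compounds plus 3 SD, cut at about 9.5% in these data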;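 also: enzyme runs in reverse so mevalonate oxidation gives rising NADPH absorbance; 0% = complete reaction with DMSO and 100% = background rate lacking mevalonate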
# APP 5'UTR act: activators of APP 5'UTR luciferase reporter, primary screen, SH-SY5Y cells. AID 1276, 2008. activation, % at 2 µM. SH-SY5Y APP 5'UTR luciferase reporter, luminescence; zero percent = DMSO vehicle wells. 190,000 compounds, 1% hits;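 active = activation above a set limit, based on mean plus 3 SD of controls, cut at about 140% in these data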; also: values of inactives mirror those of a sister screen read the other way
# STAT1 activator: STAT1 signaling activators, primary screen, cell-based, HTS, luciferase reporter | NIH 3T3 STAT1-luciferase reporter, IFN-gamma, luminescence; 100% = IFN-gamma alone, no compound | activation (% of control), % at 5.5 µM | 200,000 compounds, 2.6% hits;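 active = activation above the screen-wide mean activation plus 3 SD, cut at about 130% in these data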;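 also: raw ratio to IFN-gamma control signal so 100% means no change and 0% no light; values of inactives mirror those of a sister screen read the other way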
# * hit, by the source's call.
mol	G6PDH CS	Hsp70 activator	HMGR II inh	DTT redox prof	APP 5UTR inh	FLuc inh counter	FLuc stim CS	NF-kB expr up	STAT1 activator	APP 5'UTR act
C/C(=N\NC(=O)CCc1ccc(S(=O)(=O)N2CCOCC2)cc1)c1ccc(OC(F)F)cc1	2	0.2	-1	-2.0	0	-10	1.1	0.95	98	0
CCOc1cc(-c2nc(C)c(C(C)=O)n2O)ccc1OCC(=O)Nc1cccc(C)c1	-3	-0.1	-1	-0.7	0	-3	1	0.93	89	-1
CC(=O)OCCNc1nc(-c2ccccc2)nc2ccccc12	33	0.1	-2	0.1	6	-5	1.1	0.94	89	-6
Nc1ccn(-c2ccc(Cl)cc2)c(=O)c1	13	-0.3	-4	-0.2	4	-5	1	1.1	89	-4
O=C(c1cccc(C(F)(F)F)c1)c1c[nH]c(C(=O)NCC2CCCO2)c1 (stereo unspecified)	8	-0.1	-2	-2.0	-2	1	1	0.94	104	2
C/C(=N/NS(=O)(=O)c1ccc(C)cc1)c1cccc(NC(=O)c2cccc(Cl)c2)c1	6	-0.2	2	-7.4	8	-3	1	1.6	102	-8
O=C(Nc1ccc(CCC(=O)N2CCCC2)cc1)c1ncn[nH]1	0	-0.3	-5	0.6	3	0	1	0.96	104	-3
Cc1c(NC(=O)C(C)Sc2ncnc3ccccc23)c(=O)n(-c2ccccc2)n1C (stereo unspecified)	4	-0.4	3	-1.9	-2	-3	1	1.3	92	2
CC(=O)Oc1ccc(N2C(=O)C3C4C=CC(O4)C3C2=O)cc1 (stereo unspecified)	10	-0.3	-4	-0.7	3	-4	1	1.1	99	-3
COC(=O)CSc1nnc(-c2ccccc2OC)n1-c1ccc(C)cc1	5	-0.3	-3	0.8	3	-4	1	1.1	91	-3
CCOc1ccc(Cn2c(=O)oc3ccc(C)cc32)cc1OC	3	-0.1	-2	2.5	-14	-3	1	0.86	93	14
Cc1nonc1CC(=O)N1CCc2c([nH]c3ccccc23)C1c1ccccc1F (stereo unspecified)	6	-0.1	2	-0.9	8	-3	1	0.99	109	-8
CCOC(=O)C1CCN(C(=O)c2ccc(N(C)S(=O)(=O)c3ccc(OC)cc3)cc2)CC1	-1	-0.3	-3	-1.3	-2	-5	1	1.1	92	2
Cn1c(SCC2CCCO2)nnc1-c1cccc([N+](=O)[O-])c1 (stereo unspecified)	2	-0.5	-4	-0.3	-4	-4	1	1.5	93	4
COC(=O)COc1cc(Br)c(/C=C2/SC(=O)N(CC(=O)N3CCCC3)C2=O)cc1OC	-4	0.0	-7	-3.8	6	-2	1	0.63	100	-6
O=C(COc1ccc2ccccc2c1)Nc1ccc2c3c(cccc13)CC2	-10	-0.3	-2	1.3	-3	-8	1.1	1.1	101	3
Cc1c(NC(=O)C(C)N2CC(C)OC(C)C2)c(=O)n(-c2ccccc2)n1C (stereo unspecified)	3	-0.2	0	-0.5	8	-2	1	0.96	99	-8
Cc1coc2cc3oc(=O)cc(C)c3cc12	1	0.2	-4	-0.2	0	-6	1.1	1.5	93	0
Cc1ccc(S(=O)(=O)NCCC(=O)Nc2cccc(Cl)c2)cc1	1	-0.1	-3	-0.2	10	-3	1	1.2	101	-10
C#CCOCCOCCOCCNc1nc(N2CCN(C(=O)[C@H]([C@@H](C)CC)n3cc([C@@H](N)CC(C)C)nn3)CC2)nc(N2CCN(C(=O)[C@H](CCCCN)n3cc([C@@H](N)CO)nn3)CC2)n1	3	0.1	-8	0.5	-16	-4	1	1.1	111	16
NC(=O)C1(N2CCCCC2)CCN(CC(=O)Nc2cc(Cl)ccc2Cl)CC1	-28	0.5	-1	-0.5	-3	-2	1	0.89	98	3
COc1ccc(C(=O)COC(=O)c2ccc3ccccc3n2)cc1	9	-0.3	-4	-0.6	4	19	0.8	1.1	103	-4
COC(=O)c1ccccc1NC(=O)Cn1cnc2cc(C)c(C)cc21	1	-0.1	-6	1.8	-1	0	1	0.91	80	1
CC(C)OC(=O)c1cn(-c2ccccc2)nc1-c1ccc2c(c1)OCCO2	2	-0.7	-1	0.0	-4	-4	1	1.2	89	4
COc1ccc(C)cc1-n1c(SCC(=O)Nc2cc(C)on2)nc2ccccc2c1=O	9	-0.3	3	-0.1	-1	-4	1	1.1	94	1
Cc1nnn(C23CC4CC(CC(CC(=O)Nc5cccc(F)c5)(C4)C2)C3)n1	5	0.0	-4	-1.3	-4	-3	1	0.79	94	4
CC(C)c1ccc(/C=C/C(=O)N2CCCCCC2)cc1	0	-0.7	-12	1.9	-16	4	1	1.9	101	16
Cc1cc(=O)c2ccccc2n1CC(=O)NCc1ccccc1	10	-0.5	-4	0.2	5	-2	1	0.74	93	-5
COc1ccc(NC(=O)COC(=O)C2CCC(C(C)(C)C)CC2)c([N+](=O)[O-])c1 (stereo unspecified)	-24	-0.1	-1	0.2	-2	-5	1.1	1.2	97	2
CC1=Nc2ccccc2/C1=C/c1c(N)n2c(S(=O)(=O)C(C)C)nsc2nc1=O	7	-0.4	-7	0.1	6	2	1	1.1	91	-6
CCOC(=O)N1CCC(NC(=O)C2CCC(CNS(=O)(=O)c3ccc(OC)cc3)CC2)CC1 (stereo unspecified)	2	-0.2	-2	-0.1	0	-9	1.1	1.2	106	0
CC(=O)Nc1ccc(NC(=O)c2ccccc2F)cc1	-8	-0.4	-4	-2.2	-4	-4	1	1.9	114	4
CC(=O)c1c(C)[nH]c(C(=O)CSc2nc3ccccc3c(=O)n2CCCO)c1C	-1	-0.4	-11	-0.7	17	-4	1	0.92	102	-17
Nc1nonc1/C(=N/O)N1CCN(CCO)CC1	3	0.1	-2	-1.0	4	-5	1	1	96	-4
COc1ccc(-c2nn(-c3ccccc3)cc2C2CC(c3cccs3)=NN2C(=O)CCCC(=O)O)cc1 (stereo unspecified)	1	-0.2	1	0.0	0	4	1	1	101	0
COc1ccccc1N1C(=O)CC(Sc2nc(C)cc(C)n2)C1=O (stereo unspecified)	-7	-0.2	-1	-0.7	-1	-9	1.1	0.99	99	1
CCC(OC(=O)CC1Sc2ccccc2NC1=O)C(=O)NCC1CCCO1 (stereo unspecified)	6	-0.1	-2	-1.0	-3	3	1	0.95	95	3
COc1ccc(C(=O)Nc2ccccn2)cc1	4	-0.1	0	0.2	-2	-4	1	1.2	99	2
O=C(O)c1cc(NCc2ccc(F)cc2)ccc1N1CCOCC1	-5	0.0	-6	1.8	-5	-10	1.1	1.1	98	5
CC(C)(C)OC(=O)N1CCCC1C(=O)NCCc1ccccc1 (stereo unspecified)	-3	-0.3	-5	1.7	-7	-7	1.1	0.94	96	7
CC(C)C(NC(=O)c1ccc(Br)cc1)C(=O)NC1=NCCS1 (stereo unspecified)	0	-0.3	-5	10	-5	-1	1	0.99	106	5
CSCCC(NC(=O)c1ccccc1)C(=O)N/N=C(\C)c1ccccc1 (stereo unspecified)	-2	-0.4	2	0.4	7	-2	1	0.98	95	-7
CN1CCN(C(=O)C2=C[C@@H](c3csc4ccccc34)C[C@@H](OCCCCO)O2)CC1	7	-0.2	-1	-1.4	8	-1	1	0.75	98	-8
Clc1cc(Cl)cc(Nc2ncn[nH]2)c1	14	-0.3	-5	1.1	-8	-3	1	0.79	99	8
CSc1cccc(NCc2ccc([N+](=O)[O-])cc2)c1	7	-0.3	-7	-0.8	0	-2	1	1	104	0
COc1cc(-c2nn3c(-c4cccnc4)nnc3s2)cc(OC)c1OC	-1	-0.5	-12	0.1	-5	-5	1	1	96	5
COC(=O)c1cc(COC(=O)c2cccnc2SC)oc1C	11	0.7	-1	0.7	-8	-4	1	1.1	102	8
Cc1cc(NC(=O)CSc2nnc(C3CC3)n2N)no1	4	-0.1	-7	-0.5	4	-1	1	0.98	100	-4
CCOc1ccc(N(CC(=O)NCc2ccccc2OC)S(C)(=O)=O)cc1	2	-0.4	-6	-8.8	-22	-4	1	1.5	115	22
O=C(/C=C/c1ccco1)N1CCN(S(=O)(=O)c2ccc(F)c(F)c2F)CC1	1	-0.4	1	-0.5	-16	-7	1.1	0.98	97	16

# Part of the list above, showing only NF-kB expr up and APP 5UTR inh.
SMILES | NF-kB expr up | APP 5UTR inh
CC(=O)Nc1ccc(NC(=O)c2ccccc2F)cc1 | 1.9 | -4
COc1ccc(-c2nn(-c3ccccc3)cc2C2CC(c3cccs3)=NN2C(=O)CCCC(=O)O)cc1 (stereo unspecified) | 1 | 0

# The list continues.
mol	G6PDH CS	Hsp70 activator	HMGR II inh	DTT redox prof	APP 5UTR inh	FLuc inh counter	FLuc stim CS	NF-kB expr up	STAT1 activator	APP 5'UTR act
Cc1nn(Cc2ccc(Cl)cc2Cl)c(Cl)c1/C=C/C(=O)OCC(=O)NCC(F)(F)F	-3	-0.5	0	0.1	17	-2	1	0.95	104	-17
O=C(CN1C2=NCCCN2c2ccccc21)c1ccc2c(c1)OCO2	7	-0.2	-11	1.2	8	-5	1.1	1.1	104	-8
COc1cc(CNC2CCCCCC2)cc(OC)c1O	39	-0.1	-2	1.0	3	-5	1.1	1	101	-3
Fc1ccccc1CCNc1c2c(nc3ncnn13)CCCC2	10	-0.2	1	-0.1	5	-4	1	1.1	75	-5
Cc1cc(C(=O)COC(=O)CCC(=O)c2ccc3c(c2)OCCO3)c(C)n1Cc1ccco1	13	-0.2	2	0.2	4	4	1	1.4	102	-5
COc1ccc(NC(=O)CC2C(=O)N(c3ccccc3)C(=O)N2CCc2cccs2)cc1 (stereo unspecified)	-2	-0.1	-3	-0.2	-10	-4	1	1.1	88	10
CSc1nsc(SC)c1NC(=O)Nc1ccccn1	-1	0.4	-5	2.3	7	-4	1	0.94	105	-7
COc1ccccc1CN1C(=O)CN(C2CCCCCC2)C(=O)C1c1ccc(F)cc1 (stereo unspecified)	1	0.0	-2	-4.0	1	-2	1	0.71	98	-1
CCOC(=O)CN1C(=O)S/C(=C/C=C/c2ccc(N(C)C)cc2)C1=O	-19	0.0	-5	1.8	-54	9	0.9	1.3	120	54
Cc1cc(C)c(C#N)c(N2CCCC2)n1	-3	-0.2	-3	-3.9	-6	-7	1.1	0.92	102	6
CCOC(=O)c1cc(S(=O)(=O)N2CCN(C(=O)OCC)CC2)cn1C	5	-0.4	0	1.4	7	-7	1.1	1	95	-7
O=[N+]([O-])c1ccc(-c2csc(Nc3ccccc3)[n+]2Cc2ccccc2)cc1	-5	0.1	-4	2.7	-6	-4	1	1	108	6
O=C(Cc1ccc(F)cc1)Nc1nnc(SCC(=O)NC2CCCC2)s1	4	-0.1	-3	1.6	10	-8	1.1	1.2	92	-10

# Source: PubChem BioAssay (several laboratories)
